PI4K2A inh – blocks human PI4K2A kinase activity; 0.13% of 420,000 active; activity change, negative = inhibition, % at 76.9 µM; AID 1346378; purified PI4K2A, ADP-Glo luminescence, 1 h; stronger effect = lower value; in the data active means activity change below about -50%; inconclusive means mostly about -30% to -49%;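 further: -100% = wells without enzyme as full effect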
Target sequence (Q9BTU6 whole entry, looked up): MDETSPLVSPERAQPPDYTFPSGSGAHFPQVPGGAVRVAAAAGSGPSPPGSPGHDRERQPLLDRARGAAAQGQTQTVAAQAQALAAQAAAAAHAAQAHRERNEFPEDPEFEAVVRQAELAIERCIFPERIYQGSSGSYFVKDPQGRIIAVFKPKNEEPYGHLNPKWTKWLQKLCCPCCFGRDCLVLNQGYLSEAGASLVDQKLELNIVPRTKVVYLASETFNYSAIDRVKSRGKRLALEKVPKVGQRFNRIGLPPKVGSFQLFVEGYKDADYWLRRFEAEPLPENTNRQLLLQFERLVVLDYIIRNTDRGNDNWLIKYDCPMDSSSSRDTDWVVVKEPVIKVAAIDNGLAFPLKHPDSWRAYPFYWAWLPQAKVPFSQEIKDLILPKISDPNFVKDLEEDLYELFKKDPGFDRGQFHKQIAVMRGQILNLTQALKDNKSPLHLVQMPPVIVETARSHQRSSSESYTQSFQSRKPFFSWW
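Compounds are screened against recombinant PI4K2A using PI as substrate and ATP, the latter dispensed at 300 microM. Reactions run one hour at ambient temperature before ADP-Glo detection; full inhibition defined by wells lacking enzyme.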
USP1-UAF1 inh – blocks the human USP1/UAF1 deubiquitinase complex. 0.23% of 390,000 active. recombinant USP1/UAF1, Ub-Rhodamine cleavage fluorescence. Potency, µM (series often up to 57.1 µM), inactives show at the top dose activity change, negative = inhibition, hits mostly inhibitors. O94782. AID 743255; further: potency means the concentration at half of the fitted maximal effect; nearly all actives have a fitted effect of over 60% in size; inactives centre near -12
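1 nM enzyme complex + cpd, 15 min RT; start with Ub-Rho 150nM final; kinetic fluorescence ex 480/em 540, 6 reads q60 s. Buffer 50mM HEPES pH 7.8, 0.5mM EDTA, 0.1 mg/ml BSA, 1mM TCEP, 0.01% Tween-20.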
TrxR1 substrate – substrates of rat thioredoxin reductase 1 | Potency, µM (titrated, usually from 114 µM), without a hit: at the top dose activity change, negative = substrate turnover | purified TrxR1 substrate turnover, NADPH consumption readout | O89049 | 0.01% of 390,000 active; further: potency means the concentration at half of the fitted maximal effect; nearly all actives have a fitted effect of over 50% in size
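Rat TrxR1, dispensed at 90 nM, was prereduced with 400 uM NADPH (final) for 5 min at ~22 deg C, then incubated with compound 15 min before 400 uM selenite. A first-read NADPH fluorescence drop versus no-compound background flagged substrates.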
TrxR1 inh – blocks rat thioredoxin reductase 1 | O89049 | recombinant rTrxR1, NADPH fluorescence consumption, selenite substrate | Potency, µM (titrated, usually from 114 µM), for the others: top-dose activity change, negative = inhibition, most hits filed as inhibitors | 1% of 390,000 active; further: potency means the concentration at half of the fitted maximal effect; nearly all actives have a fitted effect of over 65% in size
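Rat TrxR1 (90 nM in the dispensed reagent) was pre-reduced with 400 uM NADPH for 5 min at room temperature, then incubated with compound for 15 min. After 400 uM selenite was added, NADPH fluorescence (Ex 340/Em 450 nm) was followed for 8 min.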
IDH1 R132H inh – blocks human mutant IDH1 R132H enzyme | 0.093% of 390,000 active | Potency, µM (highest dose often 76.6 µM), for the others: top-dose activity change, negative = inhibition, usual class: inhibitors | IDH1-R132H enzyme, NADPH consumption, diaphorase/resazurin fluorescence | O75874; further: potency means the concentration at half of the fitted maximal effect; nearly all actives have a fitted effect of over 65% in size
Target sequence (O75874 whole entry R132H, stated change not applied): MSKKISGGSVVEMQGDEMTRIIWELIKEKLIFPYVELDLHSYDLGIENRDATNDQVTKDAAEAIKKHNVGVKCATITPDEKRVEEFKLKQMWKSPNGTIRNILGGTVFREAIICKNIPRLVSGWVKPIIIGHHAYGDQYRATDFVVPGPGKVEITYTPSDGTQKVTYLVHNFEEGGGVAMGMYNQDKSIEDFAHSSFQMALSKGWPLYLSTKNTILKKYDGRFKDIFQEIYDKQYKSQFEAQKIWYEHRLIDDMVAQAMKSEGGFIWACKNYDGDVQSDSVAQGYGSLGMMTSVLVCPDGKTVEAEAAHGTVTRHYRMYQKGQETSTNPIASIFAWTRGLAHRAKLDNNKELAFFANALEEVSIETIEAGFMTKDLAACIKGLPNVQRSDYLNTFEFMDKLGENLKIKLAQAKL
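IDH1-R132H (0.5 ug/mL) preincubated 30 min with compound, then NADPH (0.016 mM) and alpha-KG (2 mM) added; 80 min at RT, pH 7.5. Remaining NADPH coupled via diaphorase/resazurin to fluorescence (540/590 nm); concentration-response curves normalized to no-enzyme control.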
* hit, by the source's call; & = joins results of further samples; [ ] = remark or other dose. Unless noted, the call rests on the fitted dose curve; in most records, active means well fitted inhibition curve with a large enough effect; inconclusive means small, poorly fitted or top-dose-only effect; inactive means no such curve, though single readings can be large or run the other way. Unless noted, on the % scale 0 is the no-effect control and ±100 the full control effect. Only part of the results is shown; rates above refer to the full screens.

How did C=C(C)[C@H]1Cc2c(ccc3c2O[C@@H]2COc4cc(OC)c(OC)cc4[C@@H]2C3=O)O1 do in these assays?
PI4K2A inh: 5&-5; TrxR1 substrate: -2%[57.1 µM]; TrxR1 inh: inconclusive

How did C[C@H](Cc1ccc2c(c1)OC(C(=O)O)(C(=O)O)O2)NC[C@H](O)c1cccc(Cl)c1 do in these assays?
PI4K2A inh: 0; TrxR1 substrate: 5%[57.1 µM]; TrxR1 inh: 7%[57.1 µM]

How did C[C@@H]1O[C@H](C[N+](C)(C)C)CS1 do in these assays?
PI4K2A inh: 0; TrxR1 substrate: -4%[57.1 µM]; TrxR1 inh: -5%[57.1 µM]

Results for Fc1ccc(C(OCCN2CCN(CCCc3ccccc3)CC2)c2ccc(F)cc2)cc1 ?
PI4K2A inh: -8&-6&-5; TrxR1 substrate: -7%[57.1 µM]; TrxR1 inh: -6%[57.1 µM]

What do the screens show for `NCCCCN=C(N)N`?
PI4K2A inh: 2; TrxR1 substrate: 6%[57.1 µM]; TrxR1 inh: 13%[57.1 µM]

Results for c1ccc(C2(c3ccccc3)CC2C2=NCCN2)cc1 (centres undefined) ?
PI4K2A inh: 2; TrxR1 substrate: 6%[57.1 µM]; TrxR1 inh: 7%[57.1 µM]

What do the screens show for `CC(=O)NBr`?
PI4K2A inh: -4; TrxR1 substrate: -1%[57.1 µM]; TrxR1 inh: -8%[57.1 µM]

What do the screens show for `CN1CC[C@@]2(C)c3cc(OC(=O)Nc4ccccc4)ccc3N(C)[C@@H]12`?
PI4K2A inh: 3; TrxR1 substrate: -2%[57.1 µM]; TrxR1 inh: inconclusive

How did NO do in these assays?
PI4K2A inh: -2; TrxR1 substrate: 10%[57.1 µM]; TrxR1 inh: 22%&-2%[57.1 µM]

What do the screens show for `C[C@H]1CN([C@@H](C)CO)C(=O)CCCn2nncc2CO[C@H]1CN(C)C(=O)Oc1cccc2ccccc12`?
PI4K2A inh: -4; USP1-UAF1 inh: -31%; IDH1 R132H inh: 4%

What do the screens show for `C[C@@H]1CN([C@H](C)CO)C(=O)c2cc(/C=C/c3ccccc3)cnc2O[C@H]1CN(C)C(=O)NC1CCCCC1`?
PI4K2A inh: 0; USP1-UAF1 inh: inconclusive; IDH1 R132H inh: -1%

Results for CS(=O)(=O)c1ccc(C2=C(CNC(=O)c3ccncc3)[C@H]3CC[C@@H](C2)N3Cc2ccccc2)cc1 ?
PI4K2A inh: -6; USP1-UAF1 inh: 1%; IDH1 R132H inh: -2%

How did CC(C)S(=O)(=O)N1Cc2ccccc2-n2nncc2C1 do in these assays?
PI4K2A inh: 3; USP1-UAF1 inh: -18%; IDH1 R132H inh: 0%

How did C[C@H](CO)N1C[C@H](C)[C@H](CN(C)C(=O)Oc2cccc3ccccc23)OCc2cnnn2CCCC1=O do in these assays?
PI4K2A inh: -3; USP1-UAF1 inh: -19%; IDH1 R132H inh: 17%

What do the screens show for `O=C1CC(N2CC2)C(=O)N1c1ccccc1` (centres undefined)?
PI4K2A inh: -1; USP1-UAF1 inh: -7%; IDH1 R132H inh: -3%

Results for CN1C2CNC(=O)CC1C1CCC2C1 (centres undefined) ?
PI4K2A inh: 5; USP1-UAF1 inh: -16%; IDH1 R132H inh: -3%

How did Cc1ccccc1NC(=O)N1Cc2ccccc2-n2nncc2C1 do in these assays?
PI4K2A inh: -2; USP1-UAF1 inh: -11%; IDH1 R132H inh: -7%

What do the screens show for `C=CCOC(=O)N1Cc2ccccc2-n2nncc2C1`?
PI4K2A inh: -2; USP1-UAF1 inh: -1%; IDH1 R132H inh: 6%

How did O=C1/C(=C/c2ccc3c(c2)OCO3)SC(=S)N1CCC(=O)N(CCO)c1ccccc1 do in these assays?
PI4K2A inh: 4; USP1-UAF1 inh: inconclusive; IDH1 R132H inh: 2%

What do the screens show for `O=c1c2ccccc2nc(CBr)n1-c1ccc(Cl)cc1`?
PI4K2A inh: -3; USP1-UAF1 inh: inconclusive; IDH1 R132H inh: 8%

What do the screens show for `CC(C)NC1C2CCC(CC2)C1(O)c1ccc(Cl)c(Cl)c1` (centres undefined)?
PI4K2A inh: -4; USP1-UAF1 inh: -22%; IDH1 R132H inh: 14%

What do the screens show for `C[C@H]1CN([C@@H](C)CO)C(=O)CCCn2nncc2CO[C@@H]1CN(C)C(=O)Oc1ccccc1`?
PI4K2A inh: -4; USP1-UAF1 inh: -13%; IDH1 R132H inh: 0%

What do the screens show for `COc1ccc2c(c1)C1(C)CCN(C)CC(C1)C2O` (centres undefined)?
PI4K2A inh: 2; USP1-UAF1 inh: -1%; IDH1 R132H inh: -2%

How did O=C1Nc2ccccc2Oc2ccccc21 do in these assays?
PI4K2A inh: -3; USP1-UAF1 inh: -26%; IDH1 R132H inh: 5%

In the list so far, three have a Cl atom.
How did C[C@H](Cc1ccc2c(c1)OC(C(=O)O)(C(=O)O)O2)NC[C@H](O)c1cccc(Cl)c1 do in these assays?
PI4K2A inh: 0; TrxR1 substrate: 5%[57.1 µM]; TrxR1 inh: 7%[57.1 µM]

What do the screens show for `O=c1c2ccccc2nc(CBr)n1-c1ccc(Cl)cc1`?
PI4K2A inh: -3; USP1-UAF1 inh: inconclusive; IDH1 R132H inh: 8%

What do the screens show for `CC(C)NC1C2CCC(CC2)C1(O)c1ccc(Cl)c(Cl)c1` (centres undefined)?
PI4K2A inh: -4; USP1-UAF1 inh: -22%; IDH1 R132H inh: 14%

Returning to the listing, repeating the 6 entries before the break.
How did O=C1/C(=C/c2ccc3c(c2)OCO3)SC(=S)N1CCC(=O)N(CCO)c1ccccc1 do in these assays?
PI4K2A inh: 4; USP1-UAF1 inh: inconclusive; IDH1 R132H inh: 2%

What do the screens show for `O=c1c2ccccc2nc(CBr)n1-c1ccc(Cl)cc1`?
PI4K2A inh: -3; USP1-UAF1 inh: inconclusive; IDH1 R132H inh: 8%

What do the screens show for `CC(C)NC1C2CCC(CC2)C1(O)c1ccc(Cl)c(Cl)c1` (centres undefined)?
PI4K2A inh: -4; USP1-UAF1 inh: -22%; IDH1 R132H inh: 14%

What do the screens show for `C[C@H]1CN([C@@H](C)CO)C(=O)CCCn2nncc2CO[C@@H]1CN(C)C(=O)Oc1ccccc1`?
PI4K2A inh: -4; USP1-UAF1 inh: -13%; IDH1 R132H inh: 0%

What do the screens show for `COc1ccc2c(c1)C1(C)CCN(C)CC(C1)C2O` (centres undefined)?
PI4K2A inh: 2; USP1-UAF1 inh: -1%; IDH1 R132H inh: -2%

How did O=C1Nc2ccccc2Oc2ccccc21 do in these assays?
PI4K2A inh: -3; USP1-UAF1 inh: -26%; IDH1 R132H inh: 5%

How did COc1ccc(-n2c(-c3ccccc3F)nc3ccccc3c2=O)cc1 do in these assays?
PI4K2A inh: 2; USP1-UAF1 inh: -14%; IDH1 R132H inh: 0%

What do the screens show for `COc1cc(CNCCc2c[nH]c3ccccc23)cc(OC)c1OC`?
PI4K2A inh: -7; USP1-UAF1 inh: -21%; IDH1 R132H inh: 3%

What do the screens show for `COc1cccc(CN2CCN(c3ccc(F)cc3)CC2)c1OC`?
PI4K2A inh: 4; USP1-UAF1 inh: -25%; IDH1 R132H inh: 6%

How did Cc1cc(C)c(S(=O)(=O)N2Cc3ccccc3-n3nncc3C2)c(C)c1 do in these assays?
PI4K2A inh: -4; USP1-UAF1 inh: -22%; IDH1 R132H inh: 16%

What do the screens show for `CC1CN2C(=O)C1(c1ccccc1)C(=O)NC2=S` (centres undefined)?
PI4K2A inh: -11; USP1-UAF1 inh: -22%; IDH1 R132H inh: -4%

Results for C[C@@H]1CN([C@H](C)CO)C(=O)CCCn2nncc2CO[C@@H]1CN(C)C(=O)Oc1ccccc1 ?
PI4K2A inh: 7; USP1-UAF1 inh: -3%; IDH1 R132H inh: -3%

How did O=C(C[C@@H]1C[C@@H]2c3cc(NS(=O)(=O)c4ccc(F)cc4)ccc3O[C@@H]2[C@H](CO)O1)N1CCc2ccccc2C1 do in these assays?
PI4K2A inh: 3; USP1-UAF1 inh: inconclusive; IDH1 R132H inh: -5%

Results for O=C(NCC1=C(c2ccc3ccccc3c2)C[C@@H]2CC[C@H]1N2Cc1ccco1)c1nccs1 ?
PI4K2A inh: 1; USP1-UAF1 inh: -24%; IDH1 R132H inh: -1%

What do the screens show for `O=C(NCC1=C(c2cccc3ccccc23)C[C@@H]2CC[C@H]1N2Cc1ccco1)c1ccncc1`?
PI4K2A inh: 4; USP1-UAF1 inh: -18%; IDH1 R132H inh: -5%

Results for O=C(NCC1=C(c2cccc3ccccc23)C[C@@H]2CC[C@H]1N2Cc1ccco1)c1cccnc1 ?
PI4K2A inh: 0; USP1-UAF1 inh: -23%; IDH1 R132H inh: -2%

How did CC(=O)O[C@H]1CC[C@]2(C)C3CC[C@@]4(C)C(C[C@@H](O)[C@@H]4O)C3[C@@H](OC(C)=O)C[C@H]2C1 (some centres undefined) do in these assays?
PI4K2A inh: -1; USP1-UAF1 inh: -23%; IDH1 R132H inh: 12%

Results for COc1ccc(-n2c(=S)[nH]c3ccc(C)cc3c2=O)cc1 ?
PI4K2A inh: -3; USP1-UAF1 inh: -20%; IDH1 R132H inh: -1%

Results for COC(=O)C1=C(c2ccc(OCc3ccccc3)cc2)C[C@@H]2CC[C@H]1N2C(=O)NCc1ccc2[nH]ccc2c1 ?
PI4K2A inh: -2; USP1-UAF1 inh: -21%; IDH1 R132H inh: -4%

Results for O=C(/C=C/c1ccccc1)N1Cc2ccccc2-n2nncc2C1 ?
PI4K2A inh: -5; USP1-UAF1 inh: 0%; IDH1 R132H inh: 4%

What do the screens show for `Cc1cccc(OCC(O)CN2CC2)c1` (centres undefined)?
PI4K2A inh: 0; USP1-UAF1 inh: -22%; IDH1 R132H inh: -1%

From PubChem
